Source: PubChem BioAssay
phage Ecoli inh: E. coli growth loss with phage present. growth absorbance. inhibition, % at 11.9 µM. hit rate 0.26% among 360,000. AID 651602; in the data active = inhibition above about 11%
Arr AP2 block: human beta-arrestin and AP2 interaction inhibition; FITC-arrestin peptide / GST-AP2 beads, flow cytometry; AP2 beta2 appendage carries R879A mutation; inhibition, % at 10 µM; hit rate 0.31% among 340,000;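 active = inhibition above a set limit, near 3 SD of compounds lacking own fluorescence, cut at about 54% in these data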;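 also: plate controls were DMSO wells for no effect and 5 µM unlabelled arrestin peptide for full effect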
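System: GST-AP2 R879A glutathione beads. Medium: PBS with 0.05% Tween 20 and 0.1% BSA. Also added: FITC-arrestin peptide, 50 nM. Incubation: 12 min plus 1 h, RT. Measured by: high-throughput flow cytometry of beads, ex 488, em 535 nm. Evaluation: percent drop in bead-associated FITC signal.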
OPRM1-OPRD1 inv: mu-delta opioid heterodimer inverse agonism; P35372+P41143; cell-based MOR-DOR heterodimer luminescence; inhibition, % at 9.3 µM; hit rate 0.21% among 340,000; in the data active = inhibition above about 22%, passing the limit was not always enough;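 also: 0% = cells with DMSO and 100% = wells without cells with DMSO; values of inactives mirror those of a sister screen read the other way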
Mot1-301 SUMO: inhibitors of SUMOylation pathway: yeast Mot1-301 growth rescue. S. cerevisiae Mot1-301 growth rescue, ATP luminescence, 38.5C; percent above DMSO median, 100 means doubled. AID 2716. hit rate 1% among 320,000. growth rescue, % at 18.8 µM;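 active = every valid replicate shows activation above 250% relative to neutral control wells; inactive = the rest, any valid replicate at or below 250%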;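 also: OY570 slx delta 5 strain wells were the positive control but not used for scaling; some compounds called inactive have numbers as strong as hits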
DSG3 Ab inh: human desmoglein-3 autoantibody binding inhibition. P32926. DSG3-coupled beads, scFv-anti-DSG3-GFP binding, flow cytometry; hits give low values. binding (percent of control), % at 10 µM. hit rate 0.48% among 310,000;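 active = binding more than 3 SD below its plate's average and above zero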;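 also: hits lower antibody fragment binding to DSG3; some compounds called inactive have numbers as strong as hits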
Target sequence (P32926 whole entry, looked up, the tested form may be a part): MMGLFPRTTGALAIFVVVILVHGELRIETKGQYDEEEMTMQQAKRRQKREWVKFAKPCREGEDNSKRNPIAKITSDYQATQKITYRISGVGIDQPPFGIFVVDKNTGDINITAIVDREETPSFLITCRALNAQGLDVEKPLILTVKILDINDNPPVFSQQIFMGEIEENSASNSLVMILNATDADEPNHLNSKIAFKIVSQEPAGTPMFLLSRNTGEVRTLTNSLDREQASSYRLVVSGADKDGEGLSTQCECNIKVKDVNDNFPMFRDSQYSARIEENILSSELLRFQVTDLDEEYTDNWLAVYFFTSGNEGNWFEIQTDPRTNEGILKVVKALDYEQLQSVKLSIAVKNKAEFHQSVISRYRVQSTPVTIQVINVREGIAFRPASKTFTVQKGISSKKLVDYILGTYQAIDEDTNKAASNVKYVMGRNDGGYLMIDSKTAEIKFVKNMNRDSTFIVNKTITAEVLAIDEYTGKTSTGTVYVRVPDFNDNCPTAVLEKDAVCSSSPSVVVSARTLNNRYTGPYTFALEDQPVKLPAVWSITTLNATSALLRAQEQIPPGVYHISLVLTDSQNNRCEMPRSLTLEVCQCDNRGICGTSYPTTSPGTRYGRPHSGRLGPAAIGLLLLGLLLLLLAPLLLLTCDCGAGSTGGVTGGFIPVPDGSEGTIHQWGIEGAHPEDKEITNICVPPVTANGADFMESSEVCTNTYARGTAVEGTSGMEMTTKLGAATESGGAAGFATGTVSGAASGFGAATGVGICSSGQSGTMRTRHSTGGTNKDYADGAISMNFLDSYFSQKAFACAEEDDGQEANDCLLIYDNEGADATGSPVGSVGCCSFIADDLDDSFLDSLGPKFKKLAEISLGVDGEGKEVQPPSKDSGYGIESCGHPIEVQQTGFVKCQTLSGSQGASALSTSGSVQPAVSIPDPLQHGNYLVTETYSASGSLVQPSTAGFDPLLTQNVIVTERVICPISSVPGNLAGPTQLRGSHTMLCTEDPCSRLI
PfHsp90 yeast 2: reduces growth (ATP signal) of yeast expressing P. falciparum Hsp90 | AID 504621 | inhibition, % at 9.4 µM | hit rate 0.32% among 310,000 | S. cerevisiae expressing PfHsp90, BacTiter-Glo ATP, 48 h; yeast lacking PDR1 and PDR3 efflux regulators;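 active = every replicate shows inhibition above about 80%, whatever the replicate mean, limit read from the data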;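 also: 0% = DMSO neutral controls and 100% = 20 µM radicicol positive controls; yeast relying on Plasmodium falciparum Hsp90 in place of its own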
MOR-DOR ag: agonists of human mu-delta opioid receptor heterodimerization; P35372+P41143; cells, OPRM1-OPRD1 heterodimerization, luminescence; activation, % at 9.3 µM; hit rate 0.3% among 340,000; AID 504326; in the data active = activation above about 18%;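 also: 0% = vehicle-treated cells and 100% = reference agonist; values of inactives mirror those of a sister screen read the other way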
PKA-R1A activ: PKA-R1A complex activation; activation, % at 11.4 µM; hit rate 0.083% among 340,000; P00514+P68181; PKA-R1A dissociation, Cy5-IP20 fluorescence polarization; scaled: DMSO 0%, 113 µM cGMP 100%;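 active = percent activation above the mean of all tested compounds plus 3 SD, cut at about 19% in these data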;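 also: higher means more PKAc released from R1A so a rise in polarization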
AddAB inh: less growth of phage-infected E. coli with AddAB | inhibition, % at 11.9 µM | AID 435030 | E. coli expressing H. pylori AddAB, absorbance growth | hit rate 0.29% among 330,000; in the data active = inhibition above about 12%;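 also: 0% = vehicle wells of infected cells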
Tat transport: blocks Tat-dependent protein export in E. coli. E. coli MC4100 TorA-mCherry Tat export, fluorescence. hit rate 0.036% among 340,000. AID 488895. inhibition, % at 10 µM;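 active = mean replicate inhibition at least 50% and at least half of replicates individually reaching 50%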;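 also: exported cargo escapes ClpAP degradation while cytoplasmic cargo is degraded and loses fluorescence; 0% = median of neutral control wells and 100% = median of NaSCN control wells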
E coli growth: counter-screen for AddAB inhibitors: E. coli growth inhibition. E. coli V3065 growth, OD600 absorbance, 18 h. inhibition, % at 11.9 µM. hit rate 0.27% among 330,000;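 active = inhibition above the campaign's mean inhibition across all tested compounds plus 3 SD, cut at about 9.9% in these data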;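 also: uninfected addAB+ strain grown without phage in ampicillin broth; 0% = DMSO wells and 100% = ciprofloxacin 0.95 µg/ml wells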
Starred values were filed as active, the others as inactive; x = not tested or not shown.

| SMILES | phage Ecoli inh | Arr AP2 block | OPRM1-OPRD1 inv | Mot1-301 SUMO | DSG3 Ab inh | PfHsp90 yeast 2 | MOR-DOR ag | PKA-R1A activ | AddAB inh | Tat transport | E coli growth |
| --- | --- | --- | --- | --- | --- | --- | --- | --- | --- | --- | --- |
| N#Cc1cccc(NC(=O)CSc2n[nH]c(=O)[nH]c2=O)c1 | -1.5 | -1 | 2 | 652* | 96 | 33 | -0.4 | -7 | 0.9 | 0 | -0.2 |
| CCCc1cc(=O)[nH]c(-n2[nH]c3c(c2=O)CCCC3)n1 | -6.8 | 25 | 33* | -7 | x | 35 | -5.3 | -5 | -6.9 | -3 | -6.8 |
| CCN(C(=O)CSc1nnc(NCc2ccccc2)s1)C1CCS(=O)(=O)C1 (stereo unspecified) | 1.3 | 14 | 1 | -8 | 103 | 6 | -0.3 | -6 | -0.2 | 4 | -0.8 |
| CC1S/C(=N/N=C/c2cccs2)NC1=O (stereo unspecified) | 1.8 | 6 | 3 | 0 | 105 | 10 | -0.5 | -8 | -0.4 | 5 | -0.6 |
| O=C(Cn1cnc2c(NCc3ccccc3)ncnc21)NCc1ccccc1 | 1.3 | 2 | x | x | 106 | 15 | x | -8 | 0.2 | -8 | 0.4 |
| Cc1nn(C(C)(C)C)c(OC(=O)c2ccc(Br)o2)c1Sc1ccccc1 | 3.4 | 26 | -5 | -9 | 95 | 10 | 0.9 | 12 | 1.9 | -2 | 4.0 |
| COc1cccc(C(=O)COc2cccc(NC(=O)c3cccc([N+](=O)[O-])c3)c2)c1 | 2.2 | 4 | -10 | 185 | x | -9 | 1.9 | -6 | 3.3 | 2 | 0.8 |
| CCCC(=O)Nc1sc2c(c1C#N)CC(C)(C)NC2(C)C | 2.6 | 24 | 9 | 129 | 90 | 12 | -1.7 | -4 | 3.2 | -2 | 1.6 |
| CCOc1ncccc1C(=O)OCC(=O)Nc1cc(S(=O)(=O)N2CCOCC2)ccc1Cl | 4.2 | 2 | 2 | -10 | 85 | -13 | -0.2 | 1 | 0.0 | -1 | 0.8 |
| CCN(CC)S(=O)(=O)c1cccc(C(=O)N/N=C/c2c(C)nn(-c3ccccc3)c2Cl)c1 | -0.1 | 9 | 6 | -6 | 96 | 6 | -0.9 | 6 | 3.2 | 1 | 5.0 |
| c1ccc(CC2CCN(c3nc4ccccc4n4cnnc34)CC2)cc1 | 0.8 | -8 | 6 | -3 | 102 | -40 | -1.0 | -12 | 0.8 | 16 | -2.0 |
| COc1cc(NC(=O)CCCC(=O)OCC(F)(F)C(F)F)nc(OC)n1 | 1.7 | -9 | 5 | -2 | 98 | -4 | -0.8 | 10 | -0.9 | -14 | -1.9 |
| COc1cc(C(=O)OCc2cccc(OC)c2OC)ccc1OCC(=O)N1CCOCC1 | 4.4 | 23 | 10 | 8 | 100 | -1 | -2.4 | 7 | 1.1 | -2 | -1.6 |
| Cc1onc(-c2c(Cl)cccc2Cl)c1C(=O)N=S(C)(=O)c1ccccc1 (stereo unspecified) | 1.2 | -12 | x | -1 | 94 | -8 | x | x | 0.5 | -7 | -2.0 |
| COc1ccc(CNCC(O)COc2cccc3c2OC(C)(C)C3)cc1 (stereo unspecified) | 2.2 | 13 | -16 | -7 | x | 24 | 3.4 | -5 | -0.7 | 8 | -2.6 |
| CC1CCCCN1S(=O)(=O)c1coc(C(N)=O)c1 (stereo unspecified) | 1.5 | 13 | 12 | -6 | 108 | 4 | -2.5 | 1 | 4.8 | -3 | 0.3 |
| CCOc1ccc(/C=C(\C#N)C(=O)c2c(C)[nH]c3ccccc23)cc1OC | 1.9 | -2 | 1 | -4 | 106 | -14 | -0.1 | -4 | 1.0 | -7 | 2.4 |
| O=C(Cn1ncc(Cl)c(Cl)c1=O)NC(=O)NC1CCCCC1 | -0.6 | 3 | 6 | -8 | 85 | -9 | -1.3 | -1 | -0.2 | -1 | -0.4 |
| CN(C(=O)COC(=O)c1cccnc1Cl)C1CCCCC1 | 2.4 | 16 | 8 | -9 | 94 | -23 | -1.6 | -1 | -2.1 | 4 | -1.6 |
| Cc1nnc(N2CCCC(C(=O)Nc3cc(F)ccc3F)C2)c2nn(-c3ccccc3)c(C)c12 (stereo unspecified) | x | 11 | -21 | 1 | x | -22 | 4.1 | 5 | -0.9 | 0 | -0.1 |
| CCOc1ccc(C(=O)N[C@H](C(=O)Nc2cccc(S(=O)(=O)N3CCOCC3)c2)C(C)C)cc1 | 0.5 | -9 | 19 | x | 99 | -26 | -3.6 | -8 | x | 2 | x |
| CN(C)/C=C(\C#N)S(=O)(=O)c1ccccc1 | 3.7 | 19 | 8 | 103 | 96 | -1 | -1.5 | -4 | 1.6 | -1 | 1.5 |
| O=C(CNCC1CCCO1)N1CCN(S(=O)(=O)c2ccc3ccccc3c2)CC1 (stereo unspecified) | 1.8 | 0 | 6 | -8 | 104 | 1 | -1.2 | 4 | -3.4 | 6 | -3.1 |
| COc1ccc(-c2[nH]ncc2-c2csc(C)n2)c(O)c1 | 4.2 | -10 | 17 | 41 | 82 | x | -2.6 | -1 | 3.0 | 3 | -1.6 |
| Cc1ccc(CNC(=O)c2cccc3c2C(=O)c2ccc(N4CCC(C)CC4)cc2S3(=O)=O)cc1 | 2.7 | 19 | 5 | 2 | 136 | -5 | -0.9 | -7 | 2.3 | -3 | 1.4 |
| NC(=O)CC(NC(=O)c1ccc(Br)cc1)c1ccc(N2CCN(c3ccccn3)CC2)c([N+](=O)[O-])c1 (stereo unspecified) | 0.6 | 11 | 8 | 2 | 104 | -4 | -1.4 | -5 | -1.6 | 2 | -1.4 |
| CCn1cc(CN2CCC(n3nccc3NC(=O)C3CCCC3)CC2)cn1 | 1.3 | -11 | 4 | 132 | 81 | 19 | -0.8 | 2 | 3.4 | -7 | 1.3 |
| Cc1noc(/C=C/N(C)C)c1S(=O)(=O)N1CCCC(C(=O)NCc2ccco2)C1 (stereo unspecified) | 3.5 | -11 | 8 | -5 | 106 | -17 | -1.4 | -13 | -0.3 | -5 | 0.3 |
| CC1Cc2cc(/C=C3/SC(=S)N(C)C3=O)ccc2O1 (stereo unspecified) | 0.4 | 17 | x | 7 | 109 | x | x | x | 1.0 | x | 2.0 |
| N#Cc1cc(-c2ccccc2)oc1/N=C/c1ccccc1O | 5.2 | 4 | 10 | 443 | 97 | x | -1.9 | -1 | 8.0 | 7 | -0.6 |
| COc1ccc(-c2nc(N)nc(C)c2-c2ccc(Cl)cc2)c(O)c1 | 0.1 | 16 | -21 | -14 | 95 | -30 | 4.7 | -5 | 1.0 | 0 | -0.5 |
| CCOc1ccc(NC(=O)CCN2CCN(c3ccccc3)CC2)cc1 | 2.2 | -6 | 7 | x | x | 7 | -1.3 | -10 | 2.5 | 2 | -2.1 |
| S=c1[nH]nc(-c2ccccc2Cl)n1CC1CCCO1 (stereo unspecified) | 0.2 | 2 | -1 | -11 | 97 | 5 | 0.2 | -1 | -2.2 | 0 | 1.4 |
| CCc1nn(C)c(N)c1C | 1.7 | -8 | -3 | 392* | 98 | -18 | 0.5 | 7 | -0.4 | -3 | -0.2 |
| O=[N+]([O-])c1ccccc1OCCNCc1ccccc1 | 0.6 | -4 | 14 | -1 | 112 | 10 | -2.8 | -4 | 5.6 | -7 | 1.6 |
| COC(=O)C1=C(C)NC(C)=C(C(=O)OC)C1c1cc2ccc(C)cc2[nH]c1=O | 1.8 | 1 | 10 | 226 | x | x | -1.7 | -5 | -1.0 | -2 | 0.6 |
| Nc1nnn(CC(=O)N/N=C/c2ccco2)n1 | 4.2 | 0 | 20 | 311 | x | 7 | -4.0 | -6 | -1.1 | 1 | -0.2 |
| CCOC(=O)c1ccc(NC(=O)CSc2nnc(C)n2-c2ccccc2)cc1 | 1.1 | -3 | 18 | 119 | 99 | 5 | -3.3 | -6 | 0.1 | -6 | -1.0 |
| COc1ccc(NC(=O)NCCN2CCN(c3cc(OC)ccc3OC)CC2)cc1 | 2.6 | -1 | 7 | -19 | 115 | 6 | -1.4 | 11 | 1.7 | -4 | -0.5 |
| Cc1cc(-c2ccccc2)nc(Nc2nc3c(C)cccc3c(=O)[nH]2)n1 | 3.0 | 0 | 2 | x | 102 | -19 | -0.3 | -6 | x | -6 | x |
| Cc1ccc(-n2ncc3c2CCCC3NC(=O)CCN2CCCC2=O)cc1C (stereo unspecified) | 3.2 | 17 | 13 | -1 | 108 | 18 | -2.6 | 8 | -1.6 | -6 | -1.9 |
| O=C1CCN(C(=O)Nc2ccccc2)N1 | 1.9 | -3 | 5 | 68 | 94 | 11 | -0.9 | -1 | -0.3 | -12 | 1.5 |
| C=CCn1c(-c2ccncc2)n[nH]c1=S | 2.9 | 3 | x | 0 | x | 7 | x | x | 2.0 | -3 | -1.5 |
| O=C(c1ccc2c(c1)OCO2)N(CC1CCCO1)C1(C(=O)NC2CCCCC2)CCCCC1 (stereo unspecified) | 0.0 | 11 | 2 | 65 | x | x | -0.3 | 0 | 0.7 | -4 | 0.3 |
| CCN(CC(=O)Nc1ccccc1OC)C(=O)CSCC(=O)Nc1cccc(C)c1 | 3.2 | 7 | 15 | x | 122 | -25 | -3.0 | 6 | x | 0 | x |
| O=C(CN1CCOCC1)NCCNC(=O)CN1CCOCC1 | 1.8 | -8 | 15 | -9 | x | x | -2.6 | 4 | 1.6 | 0 | -2.7 |
| CCOc1ccc(C(=O)Nc2cccc(-c3cc4ccccc4oc3=O)c2)cc1[N+](=O)[O-] | 2.4 | 17 | 8 | 11 | 93 | 0 | -1.4 | 1 | -0.7 | -6 | -2.1 |
| COc1cc(OC)cc(C(=O)Nc2ccc3nc4n(c(=O)c3c2)CCCC4)c1 | 1.8 | -5 | -5 | 24 | 94 | 0 | 0.9 | 0 | 1.0 | 13 | 0.1 |
| CN(C)C(=O)N1CCN(C(=O)N(C)C)CC1 | 2.0 | 17 | 15 | 2 | x | x | -2.6 | 2 | 2.0 | 0 | -2.1 |
| CCN(C[C@H]1N[C@@](CC)(C(=O)OC)[C@H]2C(=O)N(Cc3ccccc3)C(=O)[C@@H]12)C(=O)Nc1ccc(OC)cc1 | 0.2 | 3 | 9 | 11 | 100 | -19 | -2.0 | 11 | 1.2 | -3 | -0.9 |
| CCOC(=O)CSc1ncnc2c1cnn2-c1ccccc1 | -0.1 | -3 | 6 | 9 | 89 | -23 | -1.1 | -7 | 1.1 | 1 | 2.0 |
| CC1CCCC(C)N1C(=O)Cn1c(SCC(=O)Nc2ccc3c(c2)OCO3)nc2ccccc21 (stereo unspecified) | -1.4 | 2 | x | -9 | 105 | -26 | x | 9 | 0.8 | -2 | -0.5 |
| O=C(NCC1CCCO1)c1ccc2c(=O)n(CC3CCCO3)c(SCC(=O)N3CCCC3)nc2c1 (stereo unspecified) | -1.8 | 18 | 3 | 3 | 117 | x | -0.6 | -4 | 0.5 | 2 | -0.1 |
